Screens: PubChem BioAssay, several laboratories
ABCB6 inh 2: inhibitors of human ABC transporter ABCB6 | Q9NP58 | K562-ABCB6 porphyrin accumulation, flow cytometry, 1 h; stronger effect = lower value | fluorescence ratio to DMSO, % at 10 µM | 0.19% of 360,000 active | AID 602162;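 active = fluorescence ratio to DMSO below 75%, the collection mean minus 3 SD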;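 note: signal is porphyrin accumulated inside mitochondria; 100% equals median channel fluorescence of DMSO control wells; lower ratio means ABCB6 inhibition with less porphyrin fluorescence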
Target sequence (Q9NP58 whole entry, looked up): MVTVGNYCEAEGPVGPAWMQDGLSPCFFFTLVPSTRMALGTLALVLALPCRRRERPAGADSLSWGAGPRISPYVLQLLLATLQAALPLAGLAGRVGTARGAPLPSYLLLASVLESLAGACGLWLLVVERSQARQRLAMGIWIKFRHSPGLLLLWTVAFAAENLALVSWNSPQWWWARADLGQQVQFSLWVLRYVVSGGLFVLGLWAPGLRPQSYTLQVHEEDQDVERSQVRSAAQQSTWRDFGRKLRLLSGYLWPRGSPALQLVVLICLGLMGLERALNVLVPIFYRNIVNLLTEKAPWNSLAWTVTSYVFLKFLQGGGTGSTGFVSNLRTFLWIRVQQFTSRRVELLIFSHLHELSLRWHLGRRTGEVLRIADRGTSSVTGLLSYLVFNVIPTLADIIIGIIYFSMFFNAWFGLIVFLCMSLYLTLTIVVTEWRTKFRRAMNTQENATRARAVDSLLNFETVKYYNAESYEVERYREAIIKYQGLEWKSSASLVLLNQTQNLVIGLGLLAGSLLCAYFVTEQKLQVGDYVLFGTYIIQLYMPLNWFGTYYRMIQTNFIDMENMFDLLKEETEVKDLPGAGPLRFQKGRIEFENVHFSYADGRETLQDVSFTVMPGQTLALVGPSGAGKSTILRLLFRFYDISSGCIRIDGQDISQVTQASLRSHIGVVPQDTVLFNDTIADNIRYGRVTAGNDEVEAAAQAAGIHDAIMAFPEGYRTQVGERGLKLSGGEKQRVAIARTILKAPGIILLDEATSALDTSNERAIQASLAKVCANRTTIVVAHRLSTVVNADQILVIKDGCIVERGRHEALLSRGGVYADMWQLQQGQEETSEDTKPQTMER
Vif imaging: inhibitors of HIV Vif; AID 602346; 0.35% of 340,000 active; inhibition, % at 7.49 µM; HEK293T cells, Vif self-association by quenched fluorescence, imaging, 24 h; in the data active = inhibition above about 50%, passing the limit was not always enough; note: some results filed as inactive read as strong as hits
Glyco luc inh: blocks N-linked glycosylation in D54 reporter cells. D54 ERlucT glycosylation luciferase reporter, 24 h; percent of 100 nM tunicamycin response. reporter increase, % at 12.5 µM. 0.23% of 360,000 active. AID 588692;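 active = mean luciferase reporter signal, scaled so untreated is 0 and the glycosylation-blocking control 100, at or above a set limit in every replicate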;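 note: luciferase carries N-glycosylation sites so blocking glycosylation raises the light; 0% = median of neutral control wells and 100% = median of 100 nM tunicamycin wells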
TLR9-MyD88 inh: TLR9-MyD88 interaction inhibition; Q9NR96+Q99836; CHO BLA complementation TLR9-MyD88, CCF4 FRET ratio; inhibition, % at 4.98 µM; 0.21% of 340,000 active; AID 504734;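 active = inhibition above the mean over all tested compounds plus 3 SD, cut at about 21% in these data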;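 note: 0% = DMSO only wells and 100% = clavulanate BLA inhibitor control wells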
NOD2-RIPK2 inh: blocks binding of human NOD2 to RIPK2; 0.38% of 360,000 active; CHO BLA complementation NOD2-RIPK2, CCF4 ratio; O43353; AID 624267; inhibition, % at 4.98 µM; in the data active = inhibition above about 21%;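 note: 0% = vehicle only and 100% = reference blocker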
MC4R ag barr: human MC4R agonism via beta-arrestin | P32245 | U2OS MC4R beta-arrestin complementation, luminescence; percent of melanotan II response, DMSO zero | activation, % at 8.9 µM | 0.98% of 360,000 active | AID 540308;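 active = activation above a per-plate cutoff, the mean activation of sample wells on that plate plus 3 SD, cut at about 8% in these data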
ABHD5-PLIN5 inh: inhibitors of human ABHD5-perilipin-5 interaction; Q00G26+Q8WTS1; Split G. princeps luciferase complementation, luminescence, 4 h; 0.78% of 360,000 active; AID 602281; inhibition, % at 4 µM;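 active = inhibition above the mean inhibition across every tested compound plus 3 SD, cut at about 22% in these data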;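 note: 0% = DMSO only wells and the 100% control is not disclosed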
aDG glyco up: increases alpha dystroglycan glycosylation; Pro5-aDG cells, alpha-DG glycosylation AlphaScreen (IIH6); 0% Pro5, 100% B10-LARGE cell signal; activation, % at 10 µM; 0.22% of 360,000 active; AID 624168;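 active = activation of at least 8% versus controls, or a plate z-score of at least 8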;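 note: Pro5 are CHO cells carrying HIG-tagged alpha-DG that lacks glycosylation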
Granule exo inh: lytic granule exocytosis inhibition; 0.66% of 360,000 active; TALL-104 LAMP-1 surface exposure, flow cytometry; cells stimulated with thapsigargin and PMA; inhibition, % at 10 µM;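 active = inhibition above about 55%, limit read from the data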
MC4R antag cAMP: human MC4R antagonism in cAMP assay; P32245; MC4R-expressing cells, MTII-stimulated cAMP, LANCE TR-FRET; inhibition, % at 6.5 µM; 0.48% of 360,000 active; AID 540295;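 active = inhibition above its plate's cutoff, the mean of tested wells on that plate plus 3 SD, cut at about 29% in these data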;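 note: 0% = Melanotan II alone and 100% = Melanotan II plus saturating MCL0020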
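Assay system: U2OS-MC4R stable cell line; Also added: Melanotan II; Technique: Eu-cAMP/anti-cAMP TR-FRET, emission 671 nm; Times: 30-min compound, 1-h challenge, 1-h detection, room temperature.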
* marks the source's active call; other numbers are inactive results; . = not tested or not shown. This is a subset (hit frequency here may not be typical).

MC4R ag barr	Granule exo inh	ABHD5-PLIN5 inh	Vif imaging	NOD2-RIPK2 inh	TLR9-MyD88 inh	aDG glyco up	MC4R antag cAMP	compound	ABCB6 inh 2	Glyco luc inh
-1.7	-2	0	-8	1	0	0.1	5	OC(Cn1cncn1)(c1ccc(F)cc1)c1ccc(Cl)cc1 (stereo not given)	98	4
-1.8	-2	-6	-6	-13	-1	-0.2	-2	O=C(Nc1ccccc1)C1CCN(S(=O)(=O)c2ccc3c(c2)OCCO3)CC1	95	1
0.5	-10	6	-35	-5	3	-0.1	-5	COc1ccc(-n2nc(C(=O)NCC(=O)NCc3ccccc3OC)c3ccccc3c2=O)cc1	91	2
-1.2	-12	5	1	-3	-3	0.0	18	CC(=O)Cc1nsc(NC(=O)c2ccc(COc3ccccc3C)o2)n1	96	2
.	4	0	.	-3	.	0.1	.	CN(C)C(=O)c1cccc(-c2cccc(-c3nc(C(=O)NCc4ccccc4)cc4c3[C@H](CCO)N(S(=O)C(C)(C)C)C4)c2)c1 (stereo not given in full)	121	2
0.8	-2	-3	-2	-4	-2	0.0	4	CC1CCCN(C(=O)CCS(=O)(=O)Cc2ccccc2)C1 (stereo not given)	101	1
2.5	-2	3	-6	-1	7	0.1	9	Cc1cccc(-n2ncc3c(N)ncnc32)c1	90	4
-4.5	1	-8	28	1	4	0.0	2	CCN(C(=O)CN1C(=O)S/C(=C\c2ccc(Cl)cc2)C1=O)C1CCS(=O)(=O)C1 (stereo not given)	100	0
-2.4	0	6	5	3	0	-0.1	6	O=S(=O)(Nc1cc(Cl)cc(Cl)c1)N1CCOCC1	95	0
3.4	-1	2	13	-11	5	0.5	0	COC(=O)CN1C(=O)C(O)(CC(=O)c2ccc(C)o2)c2ccccc21 (stereo not given)	98	4
3.6	-2	6	11	-3	-14	-0.1	4	CCOc1ccccc1NC(=O)Cn1nnc(C(=O)NCCc2ccc(OCC)c(OCC)c2)c1N	101	-1
-0.3	1	1	1	3	3	-0.1	5	CCOc1cnc(-c2ccc(OC)cc2)o1	98	-3
-0.7	-2	6	-1	-8	4	1.6	0	O=C(c1ccccc1Sc1cccc2ccccc12)N1CCOCC1	91	-3
-1.1	-6	-5	3	13	4	0.0	-9	O=C(O)c1cc(N/N=C/c2c[nH]c3ccccc23)ccc1Cl	96	3
0.2	12	-1	-7	-5	1	0.3	1	CCOC(=O)c1nn(-c2ccccc2)c(=O)c2c(NC(C)=O)scc12	103	3
-0.1	10	5	6	-7	-11	0.5	0	COc1ccc(CN(C)CC(=O)Nc2sc3c(c2C#N)CCC3)c(OC)c1	90	-3
-1.2	-3	2	1	-2	-11	-0.4	1	O=C(c1cccnc1)N1CCN(C(=O)c2ccco2)CC1	103	2
-2.4	-3	-1	3	-4	5	-0.5	-6	Cn1nnnc1SCCNC(=O)C1CCC(=O)N(Cc2ccccc2F)C1 (stereo not given)	107	0
6.7	0	1	24	-5	7	0.1	4	O=c1oc2cc(OCc3ccc([N+](=O)[O-])cc3)ccc2c2c1CCCC2	94	1
0.3	0	-4	-1	-10	-2	0.1	4	COc1ccc(NC(=O)c2oc3cc(C)c(C)cc3c2C)c(OC)c1	97	2
4.3	2	3	-4	-7	-4	0.3	13	COCc1cc(CN2CCCC(C(=O)c3cccc(C(F)(F)F)c3)C2)ccc1OC (stereo not given)	87	-3
-0.5	-5	0	4	-2	0	0.2	7	Cc1cc(C)c(S(=O)(=O)c2ccccc2F)c(=O)[nH]1	96	2
1.0	-10	9	1	-10	-5	-0.2	1	COCCN1CC(C(=O)NCCc2nc(C)c(C)s2)CCC1=O (stereo not given)	105	3
-1.3	-1	-1	-3	2	1	0.0	-7	CC(=O)Oc1cc2c(c3ccccc13)CCC2=O	99	3
-1.4	38	1	-14	2	1	-1.0	12	CCCCc1c(C)c(C#N)c2nc3ccccc3n2c1Nc1c(C)n(C)n(-c2ccccc2)c1=O	93	-6
-1.1	1	0	0	-2	-11	-0.3	5	COc1cccc(-n2nc(-c3ccnn3-c3ccc(F)cc3)c(=O)n(C)c2=O)c1	90	-2
.	-3	1	.	-3	.	0.0	.	COCCN1C(=O)COc2ccccc2C1C(=O)NCc1ccccc1 (stereo not given)	91	.
-1.1	2	-8	0	-2	3	-0.1	15	COc1ccc2[nH]c3c(c2c1)CCN1C(=O)N([C@@H](C)C(=O)NCc2ccc(F)cc2)C(=O)[C@]31C	105	0
1.0	12	6	2	3	-6	0.0	3	CCOc1ccc(/C=C/C(=O)OC(C)C(=O)NC2CCCCC2C)cc1OC (stereo not given)	93	-1
1.3	-2	0	1	7	-8	0.1	4	O=C1CC(N2CCN(C(c3ccccc3)c3ccccc3)CC2)C(=O)N1Cc1ccc(N2CCCC2=O)cc1 (stereo not given)	93	-6
-0.2	-6	-6	8	-9	-9	-0.3	11	Cc1nc2cc(-c3ccccc3)[nH]n2c(=O)c1C	99	-1
1.2	4	4	15	-21	-6	0.1	19	COc1ccc(C(CC(=O)NC(C)(C)C)n2cccc2)cc1 (stereo not given)	114	-3
-2.2	13	-3	6	2	4	0.2	-1	CSc1ccccc1C(=O)Nc1ccc2c(c1)CCC2	94	3
-2.6	-3	-1	.	-3	-2	0.0	11	CN(C)S(=O)(=O)c1cccc(NC(=O)COC(=O)c2ccc([N+](=O)[O-])o2)c1	98	4
-1.8	1	3	4	1	1	-0.1	15	COc1ccc(C(=O)NCc2nnc(SCC(=O)NC3CCCCC3)o2)cc1	95	0
-1.3	-2	-2	-8	-4	-7	0.0	1	Cc1cccc(NC(=O)CN(C)CC(=O)NC(c2ccccc2)c2ccccc2)c1C	96	4
-0.7	1	-1	13	1	-1	-0.1	15	CCOc1ccc(-c2cc3nc(C4CCN(C(=O)OC(C)(C)C)CC4)c(C(=O)O)cn3n2)cc1	98	1
-0.3	-14	3	9	-9	-1	0.0	6	CCc1ccc(OCc2ccc(C(=O)OC)o2)cc1	106	-3
-2.4	0	2	-3	-3	-9	0.3	1	O=C(Nc1ccnn1C1CCN(C/C=C/c2ccccc2)CC1)c1ccccc1Cl	100	-2
0.1	-7	1	-4	-21	-4	-0.1	-2	Cc1ccc(S(=O)(=O)CC(=O)Nc2ccc(F)c(F)c2F)cc1	94	0
-1.6	4	-1	.	-5	.	0.4	3	CC1(Cc2ccc(F)cc2)C(=O)Nc2ccc(-c3cccnc3)cc21 (stereo not given)	109	-8
-0.5	-2	1	-5	-4	-8	0.0	25	C=CCOc1cccc(C2C(C(=O)c3cccs3)=C(O)C(=O)N2Cc2cccnc2)c1 (stereo not given)	100	0
-2.6	0	0	1	-17	.	0.1	-1	CC(=O)Nc1ccc(NC(=O)C(=O)N/N=C/c2cccnc2)cc1	97	0
-1.9	2	1	-6	-1	-6	-0.1	5	CCN(CC)C(=O)n1nc(C)c(CN2C(=O)c3ccccc3C2=O)c1C	87	0
1.3	80*	3	5	-3	7	-0.1	2	Cn1c(C(=O)Nc2ccc3c(c2)OCCO3)cc2c(=O)n(C)c3ccccc3c21	99	9
-1.7	5	7	2	-4	3	0.2	13	Cc1ccc(CN2CCN(Cc3cnn(-c4ccc(F)cc4)c3)CC2CCO)o1 (stereo not given)	97	-1
-1.9	0	-3	2	-1	2	-0.1	-8	Cc1ccc(CNC(=O)Cc2cccs2)cc1	86	3
-0.1	18	-4	-1	2	-6	0.2	7	CCN(CC)CCCNC(=O)c1cc(Cl)c(NC(=O)C2=C(C)OCCS2)cc1OC	100	-4
-2.3	15	8	-1	-3	-18	0.1	22	O=C(c1ccc(Cl)c([N+](=O)[O-])c1)N(Cc1ccc(F)cc1)C1CCS(=O)(=O)C1 (stereo not given)	102	0
-3.0	-1	-4	-5	8	3	0.1	0	CC1CCCCN1CC(=O)c1c(N)n(Cc2ccccc2)c(=O)n(C)c1=O (stereo not given)	97	2
-3.0	-6	6	-8	-1	3	-0.4	4	COc1ccc(S(=O)(=O)N2CCOCC2)cc1NC(=O)C1CCCN1C(=O)c1cccs1 (stereo not given)	98	1
0.0	-3	-2	-8	2	5	0.0	-2	O=C(Cc1ccccc1)NCCc1c[nH]c2ccccc12	100	0
-1.8	3	3	12	-10	4	-0.1	-2	C#C[C@]1(O)CC[C@H]2[C@@H]3CCc4cc(O)ccc4[C@H]3CC[C@@]21C	101	2
-1.2	2	-2	-7	-11	-1	-0.1	9	Cn1c(=O)oc2cc(S(=O)(=O)NCCC(=O)NCc3ccc(F)cc3)ccc21	104	1
-3.9	-3	-8	0	5	-3	-0.3	0	O=C(NNC(=O)c1sccc1-n1cccc1)Nc1ccc(F)cc1	95	-1
1.1	-11	-13	3	-5	5	0.3	-2	COC(=O)c1ccc(C23CC4(C2)[C@H](CN(C)[C@@H]4c2ccccc2)C3c2ccc(C(F)(F)F)cc2)cc1 (stereo not given in full)	87	-4
0.6	4	-8	4	-2	-21	1.2	9	CCOCCCNC(=S)NCCCNc1nc2cc3c(cc2cc1C#N)OCO3	104	3
0.0	-3	16	1	-5	-1	0.4	13	NS(=O)(=O)c1cc2c(cc1Cl)NC(C1CC3C=CC1C3)NS2(=O)=O (stereo not given)	110	2
-0.3	-4	9	-2	0	8	0.0	-2	O=C(C1CCCCC1)N1CCC(O)(c2ccc(Cl)cc2)CC1	94	-1
-2.1	-2	7	-4	-9	-7	0.8	0	O=C(CSc1ccc(-c2ccco2)nn1)Nc1cccc(F)c1	102	1

Carrying on.
MC4R ag barr	Granule exo inh	ABHD5-PLIN5 inh	Vif imaging	NOD2-RIPK2 inh	TLR9-MyD88 inh	aDG glyco up	MC4R antag cAMP	compound	ABCB6 inh 2	Glyco luc inh
-1.9	10	3	8	1	0	0.1	0	CN(C)c1ccc(/C=N/N(CCC#N)C2=NS(=O)(=O)c3ccccc32)cc1	97	2
-1.4	-4	0	-4	2	7	-0.2	5	CCOc1ccc2[nH]c(=O)c(CN(Cc3nnnn3CCc3ccccc3)CC3CCCO3)cc2c1 (stereo not given)	103	1
-1.2	5	-4	-5	-5	-5	0.0	3	COc1ccc(NS(=O)(=O)NC(=O)c2cn(C)c3ccccc23)cc1	105	0
-2.9	1	5	-1	-6	7	-0.1	10	Cc1cc(C)c2cc(C(=O)N3CCC(N4CCCCC4)CC3)[nH]c2c1	95	-3
-1.8	0	2	3	-4	5	0.4	-3	Cc1cc(NC(=O)c2noc3c2CCCC3)n(-c2ccccc2)n1	107	-2

Quoted at random: four compounds from above
MC4R ag barr	Granule exo inh	ABHD5-PLIN5 inh	Vif imaging	NOD2-RIPK2 inh	TLR9-MyD88 inh	aDG glyco up	MC4R antag cAMP	compound	ABCB6 inh 2	Glyco luc inh
-3.9	-3	-8	0	5	-3	-0.3	0	O=C(NNC(=O)c1sccc1-n1cccc1)Nc1ccc(F)cc1	95	-1
0.8	-2	-3	-2	-4	-2	0.0	4	CC1CCCN(C(=O)CCS(=O)(=O)Cc2ccccc2)C1 (stereo not given)	101	1
-1.4	38	1	-14	2	1	-1.0	12	CCCCc1c(C)c(C#N)c2nc3ccccc3n2c1Nc1c(C)n(C)n(-c2ccccc2)c1=O	93	-6
0.2	12	-1	-7	-5	1	0.3	1	CCOC(=O)c1nn(-c2ccccc2)c(=O)c2c(NC(C)=O)scc12	103	3
